Lmaj promast = Leishmania major promastigote growth inhibition, primary screen; Leishmania major promastigotes, resazurin fluorescence viability; inhibition, % at 10 µM; 9% of 200,000 active; AID 1063, 2008; in the data active = inhibition above about 50%;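 note: promastigotes grown with compound for 44 hours at 28 °C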
Diaphorase inh = diaphorase inhibitors and chemical oxidizers, primary screen, counter-screen for diaphorase-coupled primary assays, biochemical, uHTS, resorufin fluorescence | diaphorase resazurin-to-resorufin fluorescence, NADH, 16 min; bacterial (C. kluyveri) enzyme, not human | inhibition, % at 20 µM | 0.69% of 190,000 active;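 active = primary screen inhibition at 20 µM above a set limit, cut at about 50% in these data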;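 note: plate controls were DMSO with full reaction for no effect and wells lacking NADH for full effect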
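material = Clostridium kluyveri diaphorase enzyme | amount = 0.14 U/mL diaphorase, enzyme working solution | schedule = incubation 16 min, room temperature | detection = fluorescence of resorufin formed from resazurin, Ex 544/Em 590 nm | benchmarks = positive control minus NADH, DMSO neutral control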
TNAP act hiacc = TNAP activators at high phosphate acceptor level, primary screen, biochemical, luminescence, uHTS; Alkaline phosphatase, tissue-nonspecific isozyme (Homo sapiens), P05186; purified TNAP, CDP-star luminescence, 1 M DEA, 30 min; hits give high values; 0 = EDTA background, 1 = DMSO-only activity; activation factor at 20 µM; 200,000 tested, under 10 active;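 active = activation factor at least 2 at 20 µM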
Target sequence (P05186 whole entry, looked up): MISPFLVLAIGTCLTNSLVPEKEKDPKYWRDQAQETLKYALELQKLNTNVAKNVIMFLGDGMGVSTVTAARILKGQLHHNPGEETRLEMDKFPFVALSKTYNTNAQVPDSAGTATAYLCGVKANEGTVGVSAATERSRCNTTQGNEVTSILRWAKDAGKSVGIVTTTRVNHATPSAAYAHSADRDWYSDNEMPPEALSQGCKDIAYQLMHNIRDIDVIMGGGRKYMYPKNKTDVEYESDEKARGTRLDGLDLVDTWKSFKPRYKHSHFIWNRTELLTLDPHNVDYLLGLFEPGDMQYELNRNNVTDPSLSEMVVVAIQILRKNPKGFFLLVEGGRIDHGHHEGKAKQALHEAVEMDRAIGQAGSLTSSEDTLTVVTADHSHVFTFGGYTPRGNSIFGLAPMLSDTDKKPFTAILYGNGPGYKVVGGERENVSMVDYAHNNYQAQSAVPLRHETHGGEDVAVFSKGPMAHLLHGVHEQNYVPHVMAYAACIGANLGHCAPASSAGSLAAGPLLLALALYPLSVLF
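Control set: EDTA negative control, DMSO positive control / Assay system: human TNAP / Quantity: TNAP 1/800 final / Evaluation: TNAP activation factor scaled between EDTA and DMSO control wells / Measured by: luminescent substrate turnover signal / Compound dosing: one dose, 20 µM / Times: 30 min enzyme reaction at room temperature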
bIAP activator = bovine intestinal alkaline phosphatase activators, primary screen, biochemical, bovine IAP, CDP-star luminescence | alkaline phosphatase, intestinal [Bos taurus] | purified bovine IAP, 30 min; hits give high values; fold of DMSO-control signal, blank-subtracted | activation factor at 20 µM | 0.17% of 200,000 active;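 active = activation factor of 2 or more at 20 µM, a signal rise over negative controls twice the positive control's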
TNAP inh hi DEA = human TNAP enzyme inhibitors, primary screen, biochemical, luminescent, high phosphate acceptor level, uHTS; Alkaline phosphatase, tissue-nonspecific isozyme (Homo sapiens), P05186; purified TNAP, CDP-star luminescence, 1 M DEA; 0.03% of 200,000 active; inhibition, % at 20 µM; AID 1135, 2008;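 active = over 50% inhibition of tissue-nonspecific alkaline phosphatase at 20 µM in the single-dose screen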;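 note: plate controls were DMSO wells for no effect and EDTA-quenched wells as full inhibition for full effect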
PMI act satM6P = human PMI activators, high substrate, primary screen, biochemical, fluorescence intensity, near-saturating mannose 6-phosphate; coupled PMI enzyme assay, resazurin fluorescence, 20 min; hits give high values; 1 = untreated enzyme, 0 = substrate-free blank; activation factor at 20 µM; Mannose-6-phosphate isomerase (Homo sapiens), P34949; 0.34% of 190,000 active;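 active = activation factor of 2 or more at 20 µM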
Target sequence (P34949 whole entry, looked up): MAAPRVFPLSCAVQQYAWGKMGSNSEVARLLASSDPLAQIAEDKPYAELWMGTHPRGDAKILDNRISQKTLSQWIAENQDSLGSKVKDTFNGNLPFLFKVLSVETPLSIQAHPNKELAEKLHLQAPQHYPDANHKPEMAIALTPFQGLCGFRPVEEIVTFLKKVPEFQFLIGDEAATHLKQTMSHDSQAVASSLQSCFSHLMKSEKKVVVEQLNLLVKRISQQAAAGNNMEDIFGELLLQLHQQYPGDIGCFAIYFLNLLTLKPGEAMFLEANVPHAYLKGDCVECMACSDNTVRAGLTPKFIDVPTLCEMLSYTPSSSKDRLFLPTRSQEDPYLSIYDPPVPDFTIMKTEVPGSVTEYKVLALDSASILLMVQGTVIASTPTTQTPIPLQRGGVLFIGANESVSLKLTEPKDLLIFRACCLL
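test system = human PMI in coupled enzyme assay | medium = HEPES-buffered pH 7.4 with magnesium and detergent | also added = 1.0 mM mannose-6-phosphate substrate with 0.22 mM NADP+ | compound = 20 µM single dose | times = 20 min incubation at room temperature | measured by = resorufin fluorescence (Ex 544/Em 590 nm) from resazurin via diaphorase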
Diaphorase act = compounds boosting diaphorase resazurin reduction – biochemical, uHTS, resorufin fluorescence, counter-screen for diaphorase-coupled primary assays, primary screen; Diaphorase/resazurin coupled assay, 16 min; hits give high values; 1 = vehicle wells, 0 = NADH-free wells; activation factor at 20 µM; 0.005% of 190,000 active; AID 1229, 2008;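 active = diaphorase activity raised at least twofold by the compound at 20 µM; inactive = activation factor below 2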
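Material: Purified diaphorase enzyme from Clostridium kluyveri | Buffer or medium: 50 mM HEPES pH 7.4 with 4.542 mM MgCl2, 0.005% Tween 20 | Times: 16 min enzyme reaction, ambient temperature | Signal: Red resorufin fluorescence at 544/590 nm excitation/emission | Measure: Increased resorufin signal from activators or reducing compounds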
TNAP inh noacc = human TNAP enzyme inhibitors, primary screen, biochemical, luminescent, no phosphate acceptor, uHTS | 0.26% of 200,000 active | AID 1012, 2008 | purified TNAP, CDP-star luminescence, 30 min | inhibition, % at 20 µM;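 active = tissue-nonspecific alkaline phosphatase inhibition above about 50% at 20 µM in the single-dose screen, limit read from the data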;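 note: 0% = DMSO negative control and 100% = EDTA positive control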
PMI activator = activators of human PMI, primary screen, biochemical, fluorescence intensity, near-Km mannose 6-phosphate; AID 1214, 2008; Mannose-6-phosphate isomerase (Homo sapiens), P34949; purified human PMI, coupled resazurin fluorescence, 20 min; hits give high values; 1 = vehicle control, 0 substrate-free wells; 0.005% of 190,000 active; activation factor at 20 µM;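 active = activation factor of 2 or more at 20 µM, relative to plate controls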
bIAP inh = bovine intestinal alkaline phosphatase inhibitors, primary screen, selectivity assay for TNAP inhibitor project, biochemical, bovine IAP, CDP-star luminescence | alkaline phosphatase, intestinal [Bos taurus] | purified bovine IAP, 30 min | inhibition, % at 20 µM | 190,000 tested, under 10 active | AID 1019, 2008;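 active = over 50% inhibition of intestinal alkaline phosphatase at 20 µM in the single-dose screen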
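System: Purified bovine intestinal alkaline phosphatase (IAP) enzyme | Input: IAP diluted 1/65,000,000 in the well | Also added: CDP-star chemiluminescent phosphatase substrate, 30 µM final | Dosing: 20 µM single dose | Times: Enzyme reaction for 30 min at room temperature | Detection: Luminescence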
Starred values were filed as active, the others as inactive; nt = not tested or not shown.

SMILES | Lmaj promast | Diaphorase inh | TNAP act hiacc | bIAP activator | TNAP inh hi DEA | PMI act satM6P | Diaphorase act | TNAP inh noacc | PMI activator | bIAP inh
Cc1cccc(NC(=S)NNC(=O)c2nn(C)cc2Cl)c1 | -6 | 7 | 1 | 1.4 | -1 | 0.9 | 0.9 | -76 | 0.9 | -38
Cc1cccc(NC(=O)NCc2ccccn2)c1 | -5 | 4 | 1 | 0.9 | 2 | 1 | 1 | -7 | 1 | 8
COC(=O)c1sc(OC)cc1OCc1ccc(C)cc1 | -5 | 8 | 1 | 1 | 1 | 1 | 0.9 | -12 | 1 | 4
CCN(CC)S(=O)(=O)c1ccc(C(=O)NCCc2cc3c(OC)ccc(OC)c3[nH]c2=O)cc1 | 2 | 24 | 1 | 1.1 | -4 | 0.8 | 0.8 | -8 | 0.8 | -8
CCC(C)c1ccccc1NC(=O)C1CCCO1 (stereo unspecified) | -4 | 5 | 1 | 0.9 | -2 | 1 | 0.9 | -11 | 1 | 14
Cc1c(C)[n+](=O)c2c(n1[O-])CCCCC2 | -5 | 5 | 1 | 0.9 | 1 | 0.9 | 0.9 | -9 | 1 | 8
Nn1c(SCC(=O)Nc2ccc3c(c2)OCO3)nnc1-c1cccc(Cl)c1 | -6 | 10 | 1 | 0.9 | -2 | 1 | 0.9 | -8 | 1 | 7
C=CCOc1ccccc1C1NC(=O)NC(C)=C1C(=O)NCc1ccccc1 (stereo unspecified) | -3 | 5 | 1.1 | 1.1 | -5 | 1 | 0.9 | -2 | 1.1 | -10
CCN(CC)C(C)C(=O)NCC1(c2ccccc2)CCOCC1 (stereo unspecified) | 2 | 14 | 1 | 1 | 4 | 0.9 | 0.9 | -3 | 1 | -2
O=C(COC(=O)c1cncc(Br)c1)NCc1ccco1 | -1 | 1 | 1 | 1 | -5 | 1.1 | 1 | -10 | 1.1 | 0
Cc1cc(OCCn2cnc3ccccc3c2=O)cc(C(C)C)c1 | 4 | 23 | 1 | 0.8 | -2 | 0.8 | 0.8 | -12 | 0.8 | 17
CC(C)(C)SCCNC(=O)c1ccc(Cl)c([N+](=O)[O-])c1 | 2 | 13 | 1 | 0.9 | -1 | 0.9 | 0.9 | -14 | 0.9 | 8
CC(C)Cn1cnc2c(c(-c3ccccc3)c(-c3ccccc3)n2Cc2ccco2)c1=N | 100* | -2 | 1 | 1.1 | -2 | 1 | 1 | -15 | 1 | -11
COCCn1cnc2cc(C)c(C)cc21 | 2 | 8 | 1.1 | 0.9 | -7 | 1 | 0.9 | 0 | 1.1 | 6
COc1ccc(NC(=S)N(CCN2CCCCC2)Cc2ccco2)cc1 | 29 | 7 | 1 | 1 | -3 | 0.9 | 0.9 | 1 | 1 | 0
CNCC[C@H](Oc1cccc2ccccc12)c1cccs1 | nt | -10 | 1 | 1 | -4 | 0.9 | 1.1 | -1 | 0.9 | 4
CSc1nc(C)c(CCO)c(=O)[nH]1 | -14 | 12 | 1 | 0.9 | -2 | 1 | 0.9 | 0 | 1.1 | 8
O=S(=O)(c1ccccc1)N(CC(O)Cn1c2ccccc2c2ccccc21)c1ccccc1 (stereo unspecified) | 100* | 5 | 1.1 | 0.9 | -8 | 0.9 | 0.9 | -13 | 0.9 | 12
COc1ccc(C(=O)N/N=C/c2c(C)[nH]c(=O)[nH]c2=O)cc1 | -5 | 7 | 1 | 1.4 | -5 | 0.7 | 0.9 | -128 | 0.8 | -38
Cc1ccc(-n2cc(-c3ccc([N+](=O)[O-])cc3)[nH]c2=S)c(C)c1 | 8 | 7 | 0.8 | 0.7 | 15 | 1 | 0.9 | 0 | 0.9 | 26
CCCSc1nc2c(c(=O)[nH]c(=O)n2C)n1C | -6 | 5 | 1 | 1 | -2 | 1.1 | 0.9 | -6 | 1 | 2
CC1(C)CC(=O)c2c(nc3ccccc3c2N)C1 | 47 | -2 | 1.1 | 0.8 | -6 | 0.9 | 1 | -13 | 0.9 | 20
Cc1cccc(C(=O)N[C@H](C(=O)Nc2ccc(C)c(S(=O)(=O)N(C)C)c2)C(C)C)c1 | 9 | 9 | 1.1 | 0.9 | -6 | 1 | 0.9 | -17 | 1 | 10
CSc1nc(Oc2ccc(=O)n(C)n2)nc(N(C)C)n1 | -6 | 10 | 1 | 1 | -1 | 0.9 | 0.9 | -6 | 0.9 | -4
COc1cccc2cc(NC(=O)C3CCCCC3)c(=O)oc12 | -7 | 7 | 1 | 1 | -3 | 1 | 0.9 | -12 | 1.1 | -4
Carrying on.
SMILES | Lmaj promast | Diaphorase inh | TNAP act hiacc | bIAP activator | TNAP inh hi DEA | PMI act satM6P | Diaphorase act | TNAP inh noacc | PMI activator | bIAP inh
COc1cnn(-c2ccc(C)cc2)c(=O)c1Cl | -2 | 11 | 1.1 | 1 | -7 | 0.9 | 0.9 | -14 | 1 | -3
c1ccc2c(c1)c1c3n2CCNC3CCC1 (stereo unspecified) | -3 | 8 | 1 | 1 | -2 | 1 | 0.9 | -9 | 0.9 | 2
COc1ccc(Br)c(C(=O)NCCC(C)C)c1 | 12 | 13 | 1 | 0.9 | -4 | 1 | 0.9 | -14 | 1 | 12
Cc1cccc(Cn2ccc(NC(=O)c3cccnc3)n2)c1 | -2 | -4 | 1.1 | 1 | -5 | 1.1 | 1 | -9 | 1.1 | -4
COc1cc(CC(=O)Nc2ncc(C)s2)cc(OC)c1OC | 0 | 21 | 1 | 0.9 | -4 | 0.9 | 0.8 | -11 | 0.9 | 5
CCc1ccc(OCC(=O)NCCOc2ccccc2)cc1 | -2 | 18 | 1 | 0.9 | -5 | 0.9 | 0.8 | -10 | 0.9 | 13
COc1cc(CNC2CCCC2)c(Br)cc1OCc1ccccc1 | 35 | -3 | 1.1 | 1 | -9 | 1 | 1 | -7 | 1 | 5
O=C(Nc1ccc(S(=O)(=O)N2CCN(c3ccccc3)CC2)cc1)c1cccs1 | 11 | 17 | 1 | 1 | -4 | 0.9 | 0.8 | 6 | 0.9 | 4
Cc1ccc(C)c(N(C(=O)Cn2nnc3ccccc32)C(C(=O)NCc2ccco2)c2ccncc2)c1 (stereo unspecified) | 5 | 4 | 1 | 1 | 3 | 1 | 1 | -6 | 1 | 4
O=C(c1noc2c1CCCC2)N1CCN(Cc2ccccc2)CC1 | -8 | 12 | 1.1 | 1 | -9 | 1 | 0.9 | -1 | 1.1 | 3
O=C(Nc1ccc(N2CCCC(O)C2)cc1)c1snc2c(=O)[nH]cnc12 (stereo unspecified) | 21 | 13 | 1 | 1 | 4 | 0.9 | 0.9 | 7 | 0.9 | -1
COc1ccc(CC(=O)Nc2ccc(S(=O)(=O)Nc3nc(C)cc(C)n3)cc2)cc1 | 8 | 14 | 1 | 0.9 | -4 | 1.1 | 0.9 | -8 | 1 | 12
Cc1ccc(SCC(=O)NN2C(=O)c3ccccc3C2=O)cc1 | -8 | 0 | 1 | 1.5 | -2 | 0.9 | 1 | 15 | 0.9 | -49
Cc1cccc(Nc2ncnc(N)n2)c1 | -3 | 8 | 1.1 | 1.1 | -9 | 1 | 0.9 | -13 | 1 | -6
O=c1c(Cc2ccccc2O)c(O)nc2n1CCCS2 | -6 | 17 | 1 | 0.9 | 2 | 0.9 | 0.8 | 3 | 1 | 6
CCCCSc1nc(C)cc(NC(=S)Nc2ccc(OC)cc2)n1 | 27 | 7 | 1 | 0.9 | -4 | 1.1 | 0.9 | 1 | 1.1 | 6
COc1ccc(Cc2nnc(NC(=O)c3ccc(Cl)c([N+](=O)[O-])c3)s2)cc1 | -4 | 10 | 1 | 0.9 | -4 | 1 | 0.9 | -7 | 1 | 10
Cc1ccc(NC(=O)NC(=O)N(c2ccccc2)S(C)(=O)=O)cc1 | 0 | 17 | 1 | 0.9 | -4 | 0.9 | 0.8 | -5 | 0.9 | 9
O=C(NNc1ncnc2c1cnn2-c1ccc(F)cc1)c1cccs1 | -6 | 3 | 1.1 | 1.3 | -6 | 1 | 1 | -10 | 1 | -34
Cc1ccccc1NS(=O)(=O)c1ccc2[nH]cc(C(=O)NCCCN3CCOCC3)c(=O)c2c1 | -6 | 15 | 1.1 | 1.1 | -10 | 1 | 0.8 | -13 | 1 | -5
Cc1ccc2c(c1)C=CC(C#N)N2C(=O)c1ccccc1 (stereo unspecified) | 23 | 13 | 1 | 1 | 2 | 1 | 0.9 | -14 | 1 | 4

Fetched by structure from the entries so far, 6 records:
SMILES | Lmaj promast | Diaphorase inh | TNAP act hiacc | bIAP activator | TNAP inh hi DEA | PMI act satM6P | Diaphorase act | TNAP inh noacc | PMI activator | bIAP inh
COc1ccc(CC(=O)Nc2ccc(S(=O)(=O)Nc3nc(C)cc(C)n3)cc2)cc1 | 8 | 14 | 1 | 0.9 | -4 | 1.1 | 0.9 | -8 | 1 | 12
Cc1ccccc1NS(=O)(=O)c1ccc2[nH]cc(C(=O)NCCCN3CCOCC3)c(=O)c2c1 | -6 | 15 | 1.1 | 1.1 | -10 | 1 | 0.8 | -13 | 1 | -5
O=C(Nc1ccc(S(=O)(=O)N2CCN(c3ccccc3)CC2)cc1)c1cccs1 | 11 | 17 | 1 | 1 | -4 | 0.9 | 0.8 | 6 | 0.9 | 4
Cc1ccc2c(c1)C=CC(C#N)N2C(=O)c1ccccc1 (stereo unspecified) | 23 | 13 | 1 | 1 | 2 | 1 | 0.9 | -14 | 1 | 4
O=C(c1noc2c1CCCC2)N1CCN(Cc2ccccc2)CC1 | -8 | 12 | 1.1 | 1 | -9 | 1 | 0.9 | -1 | 1.1 | 3
O=C(NNc1ncnc2c1cnn2-c1ccc(F)cc1)c1cccs1 | -6 | 3 | 1.1 | 1.3 | -6 | 1 | 1 | -10 | 1 | -34

Assay outcomes: PubChem, several laboratories
